Screens from PubChem.
Dynein cargo inh: inhibitors of GR-EGFP nuclear translocation, primary screen, dynein cargo transport inhibitor project, imaging, high-content, 3617.4 mouse cells; test concentration mostly 20 µM; stimulated with dexamethasone, 1 µM; stronger effect = lower value; z-score, hits read low; 220,000 compounds, 0.47% hits; AID 1381, 2008;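 active means plate z-score of nuclear minus cytoplasmic receptor signal below a set negative limit, without overly bright fluorescence or cell loss, cut at about -3.5 in these data, passing the limit was not always enough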;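 further: z-score of nuclear minus cytoplasmic ring GR-EGFP intensity difference per well; some compounds called inactive have numbers as strong as hits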
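Also added: dexamethasone, 1.0 µM final. Medium: tet-free, stripped-serum medium. Detection: fixed, Hoechst-stained cells imaged at 10x for EGFP. Read-out: nuclear-to-cytoplasmic GR-EGFP distribution per well. Times: induction 48 h, compound 1 h, agonist 30 min.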
Autophagy mod: autophagy modulators in MEF cells, primary screen, imaging, high-content, MEF GFP-LC3 | MEF GFP-LC3 puncta imaging; test concentration mostly 10 µM | AID 463193, 2010 | 190,000 compounds, 0.98% hits | calls only at 10 µM (by protocol);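 active means percentage of spot-positive cells more than 3 SD above its plate mean, without a fluorescence outlier flag or 80% toxicity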;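 further: spot-positive cell cutoff set from DMSO-treated cells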
bCat nuc transl: modulators of beta-catenin nuclear translocation, primary screen, imaging, HeLa cells, immunofluorescence, high-content; nuclear translocation activity, % at 5 µM; 190,000 compounds, 0.3% hits; AID 1665, 2009;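 active means nuclear translocation activity above 50% at 5 µM, with a well cell count of 50 or more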;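 further: per-cell ratio of nuclear to cytoplasmic median beta-catenin stain intensity; plate controls were DMSO negative control for no effect and GSK-3 inhibitor IX positive control for full effect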
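Test system: human HeLa cells, endogenous beta-catenin. Times: 24 h compound exposure, 37°C. Measured by: beta-catenin immunofluorescence imaging with DAPI.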
WT yeast gro inh: growth inhibition of WT strain, primary screen, mitochondrial fusion inhibitor project, WT and mutant strains, chemical genetic | mitochondrial fusion phenotypic screen | inhibition, % at 10 µM | 190,000 compounds, 2.1% hits; in the data active means inhibition above about 58%; tested in S. cerevisiae
MT stabilize HCS: microtubule stabilizers in HeLa cells, primary screen, imaging, high-content imaging; 200,000 compounds, 0.83% hits; HeLa tubulin immunostaining HCS, 24 h; share of cells brighter than vehicle mean+2SD; % tubulin-high responders, % at 10 µM; AID 2205, 2009;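 active means plate Z-score above 3 for both tubulin-high and condensed-nucleus cell shares, with cell loss under 80%, at 10 µM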;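 further: anti alpha tubulin signal scored within the nucleus-defined area of each cell; some results filed as inactive read as strong as hits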
Hep lipid drop: inhibitors of hepatocyte lipid droplet formation, primary screen, imaging, high-throughput imaging, BODIPY stain | AML12 mouse hepatocytes, oleate lipid droplets | inhibition, % at 6.5 µM | 240,000 compounds, 0.4% hits;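 active means lipid droplet intensity inhibited by at least 50%, with more than 500 cells counted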
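material = mouse AML12 hepatocyte cell line, fixed after treatment | also added = 100 µM oleic acid challenge | doses = compound at 6.5 µM only | schedule = overnight exposure | technique = Image-based BODIPY and DAPI two-channel analysis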
XIAP displacement: XIAP antagonists, biochemical, IAP family, fluorescence polarization (AID 1018); E3 ubiquitin-protein ligase XIAP (Homo sapiens); XIAP BIR domain, fluorescence polarization peptide displacement; higher % means a stronger effect; displacement, % at 20 µM, or IC50 in µM where a hit was titrated; 200,000 compounds, 0.007% hits; in the data active means displacement above about 50%; further: a part of the inactive calls stands beside numbers as strong as those of hits
Ins promoter up: insulin promoter activators in MIN6 cells, imaging, high-content screening, mouse beta cells | MIN6 insulin promoter-GFP reporter; stronger effect = higher value | z-score at 5 µM | 190,000 compounds, 0.3% hits | AID 1625, 2009;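 active means z-score above 3 at 5 µM with at least 500 cells counted in the well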
CSM14.1 death rescue: rescue of cells from ER stress-induced death, primary screen, 384-well, CSM14.1, thapsigargin, ATP luminescence (AID 1222); CSM14.1 thapsigargin-induced death rescue, ATP luminescence; higher % means a stronger effect; cellular ATP content (survival), % at 20 µM; hits with a dose series show EC50 in µM; 190,000 tested, under 10 active;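 active means EC50 below 50 µM in the dose-response confirmation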;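 further: death triggered by thapsigargin at about 15 µM added after 2 h compound pretreatment; cell ATP read after overnight thapsigargin exposure of roughly 18 to 22 hours; normalized against plate controls of thapsigargin alone and 5% DMSO vehicle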
WT yeast gro inh mutant strain: also measured in WT yeast gro inh; calls as there; inhibition, %; mitochondrial fusion phenotypic screen, mutant strain inhibition
Dynein cargo inh cytoplasmic EGFP: further read-out of Dynein cargo inh, marked with its call; z-score; measured here: cytoplasmic GR-EGFP intensity; stronger effect = higher value
Dynein cargo inh nuclear GR-EGFP: also measured in Dynein cargo inh; calls as there; z-score; measured here: nuclear GR-EGFP intensity;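 lower value marks the stronger effect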
Dynein cargo inh cell count: also measured in Dynein cargo inh; calls as there; z-score; measured here: cell count per field
Ins promoter up cell count: second read-out of Ins promoter up, no call of its own (marks repeat the call); cell count; measured here: cytotoxicity, nuclei count;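 total cells summed across four imaged fields per well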
Hep lipid drop cells 6.5 µM: second read-out of Hep lipid drop, no call of its own (marks repeat the call); cell count; measured here: cell count, cytotoxicity flag;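 cells counted across two imaged fields per well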
bCat nuc transl cell count 5 µM: second read-out of bCat nuc transl, no call of its own (marks repeat the call); cell count; measured here: cell count, cytotoxicity flag
MT stabilize HCS Hoechst-high %: recorded beside MT stabilize HCS, whose call it bears; % Hoechst-high responders; measured here: nuclear condensation Hoechst responders;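 share of cells brighter than vehicle mean plus two SD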
MT stabilize HCS cytotoxicity %: also measured in MT stabilize HCS; calls as there; toxicity, %; measured here: cytotoxicity by cell density;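 0% = mean cell density of plate MIN control wells and 100% = no cells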
Autophagy mod cell loss 18 h: recorded beside Autophagy mod, whose call it bears; toxicity, %; measured here: cell loss, nuclei count;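 cell loss after 18 h compound exposure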
* = called active by the depositor; i = inactive; / = no result given.

SMILES	Dynein cargo inh	Dynein cargo inh cytoplasmic EGFP	Dynein cargo inh nuclear GR-EGFP	Dynein cargo inh cell count	Autophagy mod	Autophagy mod cell loss 18 h	bCat nuc transl	bCat nuc transl cell count 5 µM	WT yeast gro inh	WT yeast gro inh mutant strain	MT stabilize HCS	MT stabilize HCS Hoechst-high %	MT stabilize HCS cytotoxicity %	Hep lipid drop	Hep lipid drop cells 6.5 µM	XIAP displacement	Ins promoter up	Ins promoter up cell count	CSM14.1 death rescue
Cc1cccc(C)c1NC(=O)CSc1nnc([C@H](C)NC(=O)OC(C)(C)C)o1	-0.32	-0.13	0.33	-0.59	i	20	-2.5	968	8	-25	4.5	2.3	6.8	/	/	2.2%	0.42	1160	1.2%
O=C(NCCc1ccccc1)C1CCC(Cn2c(=O)c3ccccc3n(Cc3cccc(F)c3)c2=O)CC1 (stereo not drawn)	-0.53	-0.28	-0.53	0.69	i	-2	0.1	885	-1	7	2.5	2.7	7.1	-1	672	-2.5%	0.48	1292	-2.8%
Cn1c(C(F)(F)F)nc2c(=O)oc3ccccc3c21	-0.3	-0.16	-0.2	-0.0098	i	40	/	/	2	-6	2.2	1.7	12	/	/	-2.6%	/	/	0.4%
O=C(c1ccc(N2CCCCC2)c([N+](=O)[O-])c1)N(c1ccccn1)c1ccccn1	-0.63	-0.27	-0.22	2.4	i	0	-1.5	1162	10	4	3.0	1.7	3.9	-9	683	-3.3%	-0.04	1309	0.4%
CN1c2ccccc2-c2nc3ccccc3n2C1c1ccccn1 (stereo not drawn)	-0.43	-0.032	-0.12	0.68	i	2	0.7	1441	18	5	2.8	4.5	8.7	/	/	-12%	1.1	1059	-1.4%
Cc1c(NC(=O)C2CCCN(S(=O)(=O)c3cnc[nH]3)C2)c(=O)n(-c2ccccc2)n1C (stereo not drawn)	-1.3	-0.27	-0.57	1.2	i	6	/	/	-2	6	6.1	3.8	5.4	/	/	-8.2%	0.21	935	2.1%
CCS(=O)(=O)N1CCC(C(=O)NC2CCCCCCC2)CC1	-1.3	-0.28	-1.1	0.81	i	-2	2.4	1082	-8	-20	3.5	1.1	2.0	0	700	-8.9%	0.42	1875	-1.8%
C=CCn1c(COc2ccccc2)nnc1SCC(=O)N/N=C/c1cc(Cl)ccc1O	-0.11	-0.21	0.33	1.4	i	33	3.2	1199	2	13	2.4	1.7	4.7	4	793	-11%	1.1	1091	-1.3%
Cc1ccc(S(=O)(=O)CC(=O)Nc2ccc(F)c(F)c2F)cc1	0.063	-0.23	-0.068	0.9	/	/	-3.3	1155	/	/	/	/	/	0	690	/	1	1430	/
COc1cc(OC)c(OC)cc1/C=N/NC(=O)c1cnccn1	0.37	-0.35	-0.17	0.83	i	-10	0.9	1522	0	-11	1.3	1.8	4.9	-6	656	-3.0%	-0.12	1461	1.0%
Cc1nc2ccc(NC(=O)/C=C/C(=O)O)cc2nc1C	0.82	-0.36	0.33	-0.5	i	4	-0.1	1037	12	-13	3.9	1.6	0.7	-23	654	-7.5%	0.31	1184	-1.4%
CC(C)OC(=O)CSc1nnc(-c2cccnc2)n1N	-0.52	-0.17	-0.014	-0.64	i	-7	-1.9	750	0	4	4.4	3.4	11	/	/	-7.9%	1.4	1373	-1.8%
COc1cc([N+](=O)[O-])ccc1NC(=O)C[n+]1ccccc1C	2.2	-0.32	1.6	-1.1	i	-1	0.9	1287	8	-6	2.6	2.1	0.3	/	/	-1.0%	0.71	1395	-3.2%
C=CCNC(=O)c1c(-c2c(F)cccc2Cl)noc1C	-1.1	-0.14	-0.61	0.97	i	-9	-6.9	1245	2	-6	1.9	2.0	2.4	8	761	-1.4%	/	/	1.2%
CCOC(=O)c1cnn(CC2CCCCC2)c1N	-1.1	-0.23	-0.23	0.73	i	24	-0.8	834	7	-1	3.2	2.0	11	/	/	-3.1%	/	/	-1.4%
Cc1cccc(N2Cc3ccccc3C2=NC(=O)c2ccc(Cl)nc2)c1	0.6	-0.25	0.5	-0.63	i	23	/	/	30	13	1.2	2.2	2.9	-3	649	-2.7%	-0.8	1369	-3.1%
COc1ccc(N2CCN(c3oc(COc4ccc(Cl)cc4Cl)nc3C#N)CC2)cc1	-0.4	-0.14	-0.036	0.43	i	22	0.1	1457	-16	-12	2.6	2.2	9.6	/	/	0.7%	-0.02	1329	1.2%
Cn1c(=O)c2c(nc(N/N=C/c3ccc(OC(=O)c4ccco4)cc3)n2Cc2ccccc2Cl)n(C)c1=O	-0.74	-0.31	-0.65	1.4	i	-10	-2.2	570	21	-6	7.5	3.8	23	9	605	-5.5%	-0.51	1032	-1.8%
O=C(N/N=C1/CC2C=CCC12)c1ccco1 (stereo not drawn)	1	-0.24	0.81	-1.1	i	-10	-0.1	909	9	2	3.0	2.9	1.2	-1	616	-2.7%	1.6	1216	-3.7%
CCC(CC)C(=O)Nc1cccc(SC)c1	0.23	-0.064	0.67	-0.8	i	16	0.2	1032	-5	-12	1.9	2.8	13	-10	703	-6.5%	-0.92	1432	-1.4%
O=C(Nc1cc(Cl)ccc1O)c1cc2n(n1)C(C(F)(F)F)CC(c1ccc3c(c1)OCO3)N2 (stereo not drawn)	0.2	0.039	0.35	0.12	i	0	0.6	1054	34	7	2.3	0.7	5.9	-16	542	-4.4%	0.01	1636	-0.8%
COc1ccc(C2Nc3ccccc3C(=O)N2c2ccc(C)cc2)cc1Cn1cc([N+](=O)[O-])cn1 (stereo not drawn)	1.5	0.6	0.99	-2	i	0	-1.7	1378	15	-3	2.2	1.8	1.9	/	/	-5.4%	1.2	1287	-1.7%
O=C(NC(C(=O)c1ccccc1)N1CCOCC1)c1ccccc1 (stereo not drawn)	4.7	-0.19	2.7	-0.9	i	16	-0.8	1003	9	8	2.9	1.4	2.6	2	779	-0.4%	-0.46	1287	0.6%
Cc1cccc(NCc2nnc(-c3ccccc3)o2)c1C	0.31	-0.13	0.27	0.034	i	13	-0.7	1110	-5	-20	1.4	1.9	1.2	8	724	-2.8%	-0.41	1283	/
Cc1ccc(-c2nnc(CSc3nnc(COc4ccccc4)n3-c3ccccc3)o2)cc1	-0.64	-0.25	-0.34	2.4	i	16	-2.5	952	49	25	2.2	1.6	15	/	/	-0.7%	-1.2	1060	-1.4%

Reprinted from the part before: 2 compounds, then new ones.
SMILES	Dynein cargo inh	Dynein cargo inh cytoplasmic EGFP	Dynein cargo inh nuclear GR-EGFP	Dynein cargo inh cell count	Autophagy mod	Autophagy mod cell loss 18 h	bCat nuc transl	bCat nuc transl cell count 5 µM	WT yeast gro inh	WT yeast gro inh mutant strain	MT stabilize HCS	MT stabilize HCS Hoechst-high %	MT stabilize HCS cytotoxicity %	Hep lipid drop	Hep lipid drop cells 6.5 µM	XIAP displacement	Ins promoter up	Ins promoter up cell count	CSM14.1 death rescue
Cc1cccc(NCc2nnc(-c3ccccc3)o2)c1C	0.31	-0.13	0.27	0.034	i	13	-0.7	1110	-5	-20	1.4	1.9	1.2	8	724	-2.8%	-0.41	1283	/
Cc1ccc(-c2nnc(CSc3nnc(COc4ccccc4)n3-c3ccccc3)o2)cc1	-0.64	-0.25	-0.34	2.4	i	16	-2.5	952	49	25	2.2	1.6	15	/	/	-0.7%	-1.2	1060	-1.4%
COc1ccccc1-c1cc(C(=O)Nc2cc(C)on2)no1	-0.26	0.68	0.18	0.087	i	5	-3.0	921	16	17	13	4.4	16	/	/	-2.3%	-0.29	1391	0.1%
CCSc1ccccc1C(=O)Nc1nc2ccccc2c(=O)[nH]1	0.3	-0.28	0.19	0.69	i	-9	-2.2	1045	9	10	3.3	1.6	4.5	1	628	-2.7%	0.22	1570	0.0%
Cc1c(N2C(=O)c3ccccc3C2=O)c(=O)n(-c2ccccc2)n1C	-0.69	-0.14	-0.16	0.47	i	5	-0.2	1163	15	-2	2.2	3.8	6.4	/	/	-2.8%	-0.32	1114	-1.4%
CCCCC(CCCCl)C(=O)Nc1ccccc1 (stereo not drawn)	0.22	1	0.54	-0.49	i	34	0.4	1523	8	-2	2.0	1.0	0.1	-7	702	-4.2%	-1.1	1616	-0.2%
CC(C)N(CCn1c(SCC(=O)N2CC(=O)Nc3ccccc32)nc2ccccc2c1=O)C(C)C	-1	-0.057	-0.54	1.1	i	11	-1.3	1072	1	6	5.4	0.9	7.9	-10	710	-7.8%	/	/	-2.0%
Cc1cc(C)cc(NC(=S)N(C)C)c1	-0.7	-0.22	-0.44	0.95	/	/	-0.2	1265	/	/	/	/	/	-2	638	/	1.8	1417	/
COCCNC(=O)/C(=C/c1ccccc1Cl)c1ccccc1	-0.43	-0.32	-0.61	0.52	i	6	-1.5	987	0	-24	2.1	2.8	12	16	616	-6.2%	-5.5	718	-1.1%
Cc1nc(NC(=O)C2CC2)sc1C(=O)NC1CCCCC1	2	-0.011	1	-2.1	i	0	-0.6	1069	14	5	1.0	0.7	1.0	0	723	-6.3%	/	/	0.1%
COC(=O)C(=C/C=C/c1cccnc1)C(=O)OC	0.64	0.33	1.1	-2	i	-22	-1.7	1041	0	-4	1.9	3.2	14	-4	698	-7.0%	-0.31	1416	0.5%
